Screening data (PubChem)
TbPYK inhibitor – qHTS of Trypanosoma Brucei Inhibitors. pyruvate kinase (Trypanosoma brucei), Q57TT1. TbPYK enzyme, Kinase-Glo Plus ATP luminescence, 45 min. Potency, µM (doses to about 76.8 µM), for the others: at the highest dose activity, negative = inhibition, actives largely listed as inhibitors. 0.12% of 410,000 active. AID 624173, 2012; also: potency is read from the fitted curve at half-maximal effect; % is scaled to controls: 0 for no effect and ±100 for the full control effect; nearly all actives have a fitted effect of over 50% in size
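Assay buffer: 50 mM TEA pH 7.2, 100 mM KCl, 10 mM MgCl2, 0.05% BSA, 0.01% Tween-20. Pyruvate kinase from T. brucei plus substrate met compound, then ADP (130 uM final). Luminescence was read post 45 min RT.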
AMA1 RON2 block – qHTS for Inhibitors of AMA1-RON; Towards Development of Antimalarial Drug Lead: Primary Screen; 0.2% of 360,000 active; Potency, µM (highest dose often 58.2 µM), without a hit: top-dose activity change, negative = inhibition, most hits filed as inhibitors; AlphaScreen AMA1-biotinylated RON2 peptide binding; AID 720542, 2013; Plasmodium falciparum AMA1 (3D7) - RON2 peptide interaction;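 also: potency is read from the fitted curve at half-maximal effect; 0% = vehicle wells and -100% = peptide control; nearly all actives have a fitted effect of over 45% in size; some results filed as inactive show a strong effect at the top dose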
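AMA1 (3D7) with his tag at 25 nM final met compounds first, then biotinylated RON2 peptide at 25 nM; detection used donor plus acceptor beads, 10 µg/mL apiece, read by AlphaScreen after 30 min at room temperature.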
Pf growth 96h – Primary qHTS for delayed death inhibitors of the malarial parasite plastid, 96 hour incubation; P. falciparum luciferase reporter growth, 96 h; Potency, µM (titrated, usually from 28.7 µM), for inactives: top-dose activity change, negative = inhibition, hits mostly inhibitors; 6.9% of 320,000 active; also: potency is read from the fitted curve at half-maximal effect; % is scaled to controls: 0 for no effect and ±100 for the full control effect
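P. falciparum expressing integrated firefly luciferase grown in erythrocytes (2% hematocrit, 0.05% parasitemia final) with compounds for 96 hours at 37 C, 5% CO2. Growth inhibition read as loss of luminescence after adding luciferase detection reagent.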
LmPK inhibitor – qHTS Assay for Inhibitors of Leishmania Mexicana Pyruvate Kinase (LmPK); Q27686; 0.37% of 290,000 active; purified LmPK, Kinase-Glo ATP luminescence, 1 h; Potency, µM (highest dose often 57.5 µM), for inactives: top-dose activity change, negative = inhibition, most hits filed as inhibitors; also: potency is read from the fitted curve at half-maximal effect; % is scaled to controls: 0 for no effect and ±100 for the full control effect
Target sequence (Q27686 whole entry, looked up): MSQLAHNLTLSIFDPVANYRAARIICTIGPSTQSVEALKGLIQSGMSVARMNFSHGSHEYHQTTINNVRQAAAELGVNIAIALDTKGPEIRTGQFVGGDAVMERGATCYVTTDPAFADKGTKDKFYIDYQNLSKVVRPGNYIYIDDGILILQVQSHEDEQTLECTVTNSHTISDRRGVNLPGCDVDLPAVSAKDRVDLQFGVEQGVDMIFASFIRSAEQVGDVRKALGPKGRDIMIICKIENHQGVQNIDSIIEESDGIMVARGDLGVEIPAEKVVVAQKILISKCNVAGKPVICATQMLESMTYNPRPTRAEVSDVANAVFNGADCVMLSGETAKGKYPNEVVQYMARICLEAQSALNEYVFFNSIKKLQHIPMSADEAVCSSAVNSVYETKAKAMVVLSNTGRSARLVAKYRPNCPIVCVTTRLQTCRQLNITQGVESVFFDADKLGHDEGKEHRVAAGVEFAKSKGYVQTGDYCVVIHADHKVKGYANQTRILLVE
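In 50 mM imidazole pH 7.2 with 7 mM MgCl2, LmPK (0.1 nM) turned over PEP (0.5 mM) and ADP (0.1 mM) for 1 h at room temperature. Luciferase read-out of ATP.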
Shiga toxin inh – A qHTS for Small Molecule Inhibitors of Shiga Toxin; Vero cells, Shiga toxin protein synthesis inhibition reporter; inhibition, % at 38.7 µM; 9.2% of 290,000 active; in the data active = inhibition mostly above about 28%, no sharp cut-off; inactive = mostly below about 43%; also: 0% is about no effect
Pf growth 48h – Primary qHTS for delayed death inhibitors of the malarial parasite plastid, 48 hour incubation; P. falciparum luciferase growth in erythrocytes, 48 h; 5.9% of 310,000 active; AID 504832, 2011; Potency, µM (titrated, usually from 28.7 µM), for the others: at the highest dose activity change, negative = inhibition, hits mostly inhibitors; also: potency is read from the fitted curve at half-maximal effect; % is scaled to controls: 0 for no effect and ±100 for the full control effect
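Cell-based growth assay: transgenic P. falciparum expressing firefly luciferase, cultured in red cells within RPMI 1640 containing 0.5% w/v Albumax, 24 mM bicarbonate and gentamycin. A drop in luciferase activity indicates inhibition.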
CHX counter – Cycloheximide Counterscreen for Small Molecule Inhibitors of Shiga Toxin. cell reporter, cycloheximide protein synthesis inhibition counterscreen. max response, %. 12% of 300,000 active; in the data active = max response mostly above about 13%, no sharp cut-off; inactive = mostly below about 14%; also: read at 38.3 µM for the half of the compounds with a filed dose; 0% is about no effect
The depositor's hits bear a star; ? = inconclusive; nt = no result given; [ ] = another dose, or the depositor's remark. Unless noted, calls follow the shape of the dose curve; as a rule, active = well fitted curve in the direction sought with a large enough effect; inconclusive = small, poorly fitted or top-dose-only effect, or another doubt; inactive = no such curve, though single readings can be large; an effect the other way counts as inactive or inconclusive.

1. COC(=O)c1cnn2c(C(F)(F)F)cc(-c3ccc(F)cc3)nc12
2. CCOC(=O)C1(CCc2ccccc2)CCN(Cc2c(O)cccc2OC)CC1
3. COc1ccc(C(=O)NC(=S)Nc2cccc(S(=O)(=O)N3CCOCC3)c2)cc1
4. CC1COc2ccccc2N1C(=O)c1ccccc1Cl (centres undefined)
5. Cn1c(=O)[nH]c(=O)c2c1nc1n2CCCN1CCc1ccccc1
6. CCCCn1c(N)c(N(CC(C)C)C(=O)c2ccc(C)o2)c(=O)[nH]c1=O
7. CCOc1ccc(CN2CCNC(=O)C2CC(=O)NCCCOc2cccnc2)cc1 (centres undefined)
8. O=C(CCN1C(=O)c2ccc([N+](=O)[O-])cc2C1=O)Nc1ccc(O)cc1C(=O)O

assay / entry	1	2	3	4	5	6	7	8
TbPYK inhibitor	6%	0%	3%	6%	0%	-3%	0%	3%
AMA1 RON2 block	10%	-10%	33%[activator]	15%	6%	-1%	10%	-5%
Pf growth 96h	?	31%[activator]	-2%	18%	31%	-22%	?	0%
LmPK inhibitor	-1%	1%	-1%	0%	0%	nt	11%	9%
Shiga toxin inh	7	-11	1	2	-5	nt	-5	16
Pf growth 48h	0%	0.26µM*	0%	-5%[0.00184 µM]	-7%	-27%	15%	40%[activator]
CHX counter	3	1	-3	-6	-6	nt	-5	3

9. O=C(O)c1ccccc1N=Nc1c(O)[nH]c2ccc([N+](=O)[O-])cc12
10. O=C(NCCC(=O)N1CCN(C(=O)c2ccco2)CC1)c1ccc(Br)cc1
11. Oc1ccc(-c2nc3ccccc3nc2-c2ccccc2)cc1
12. Cc1cccc(C)c1OP(N)(=O)OCC(F)(F)F (centres undefined)
13. Clc1ccc(C(Cn2ccnc2)OCc2csc3c(Cl)cccc23)c(Cl)c1 (centres undefined)
14. O=[N+]([O-])c1ccc(-c2ccn[nH]2)o1
15. O=C(O)c1ccccc1C(=O)Nc1nc(-c2ccc3ccccc3c2)cs1
16. C=CCC(NC(=O)c1ccc(C#N)cc1)C(=O)NCCC (centres undefined)

assay / entry	9	10	11	12	13	14	15	16
TbPYK inhibitor	-13%	-5%	1%	1%	1%	-9%	-1%	-3%
AMA1 RON2 block	-4%	-15%	14%	-1%	0%	-21%	-7%	16%
Pf growth 96h	15%	-27%	0%	3%	2.6µM*	16%	7%	42%[activator]
LmPK inhibitor	-9%	nt	5%	-2%	nt	3%	-5%	nt
Shiga toxin inh	4	nt	-11	-3	nt	1	66*	nt
Pf growth 48h	?	-1%	?	-7%	1µM*	8%	39%[activator]	30%[activator]
CHX counter	11	nt	-2	-3	nt	-1	36*	nt

Two entries from above, with two lines to a compound.
Values run as follows: TbPYK inhibitor, AMA1 RON2 block, Pf growth 96h, LmPK inhibitor, Shiga toxin inh, Pf growth 48h, CHX counter
#12 Cc1cccc(C)c1OP(N)(=O)OCC(F)(F)F (centres undefined)
 : 1%, -1%, 3%, -2%, -3, -7%, -3
#13 Clc1ccc(C(Cn2ccnc2)OCc2csc3c(Cl)cccc23)c(Cl)c1 (centres undefined)
 : 1%, 0%, 2.6µM*, nt, nt, 1µM*, nt

Further structures
17. Cc1c(/C=C/C(=O)c2cccs2)cnn1C
18. CC1CC(C)CN(C(=O)COC(=O)Cc2ccc(Cl)cc2)C1 (centres undefined)
19. O=S(=O)(c1ccccc1)N1CCC(O)(CSc2ccccc2)CC1
20. COc1cc(C(CC(=O)N2CCOCC2)c2c(OC)cc(OC)c3ccc(=O)oc23)cc(OC)c1OC (centres undefined)
21. O=C1NCCN1c1ccc(CN2CCN(C3CCCCC3)C(CCO)C2)cc1 (centres undefined)
22. CCOC(=O)c1c(O)c2c(n(Cc3ccco3)c1=O)CCCC2
23. CCN(CCNC(=O)c1ccc(CSc2nc3ccncc3[nH]2)cc1)c1ccccc1
24. COc1ccc(CN2CCNC(=O)C2CC(=O)NCCc2cnccn2)cc1C (centres undefined)

assay / entry	17	18	19	20	21	22	23	24
TbPYK inhibitor	?	-2%	5%	1%	4%	6%	0%	2%
AMA1 RON2 block	-4%	-1%	10%	9%	-19%	35%[activator]	-13%	10%
Pf growth 96h	14%	44%[activator]	0%	?	-6%	30%[activator]	-24%	15µM*
LmPK inhibitor	-30%	0%	7%	0%	1%	-2%	4%	-4%
Shiga toxin inh	96*	-9	25	21	14	-15	-2	-11
Pf growth 48h	151%[activator]	1%	5%	?	-2%	4%	10µM*	0%
CHX counter	33*	-2	-1	-4	10	-2	4	-1

25. O=C(CSc1nnc(SCC(=O)c2ccco2)s1)c1ccco1
26. O=C(c1cccc2ccccc12)N1CCN(c2ccccc2F)CC1
27. COc1cccc(-c2c(C(=O)N/N=C/c3ccc(C)o3)nnn2-c2nonc2N)c1
28. O=S(=O)(c1cccs1)N1CCN(S(=O)(=O)c2cccs2)CC1
29. COc1ccc(C(=O)CSc2nnc(CNC(=O)c3ccc(S(=O)(=O)N(C)C)cc3)o2)cc1
30. NCc1cc2c3c(c1)CCCN3CCC2
31. O=C(Nc1ccc(F)cc1F)c1c(C(F)(F)F)ccnc1Oc1ccc(Cl)cc1
32. CCN(CC)S(=O)(=O)c1ccc(N2CCOCC2)c(NC(=O)C2CC2)c1

assay / entry	25	26	27	28	29	30	31	32
TbPYK inhibitor	-11%	6%	-1%	3%	5%	-10%	-1%	8%
AMA1 RON2 block	20%	-4%	121%[activator]	-5%	8%	17%	1%	9%
Pf growth 96h	0%	-13%	?	?	-12%	7.4µM*	?	?
LmPK inhibitor	9%	1%	2%	0%	-5%	1%	1%	nt
Shiga toxin inh	15	-19	3	4	-1	-16	-8	nt
Pf growth 48h	-1%	20%	?	17%	-17%	-6%	?	?
CHX counter	20	-8	-3	-2	0	-9	-1	nt

Single records, as listed above. Order of screens: TbPYK inhibitor, AMA1 RON2 block, Pf growth 96h, LmPK inhibitor, Shiga toxin inh, Pf growth 48h, CHX counter
Entry for `O=C(CSc1nnc(SCC(=O)c2ccco2)s1)c1ccco1` = -11%, 20%, 0%, 9%, 15, -1%, 20
Entry for `O=S(=O)(c1cccs1)N1CCN(S(=O)(=O)c2cccs2)CC1` = 3%, -5%, ?, 0%, 4, 17%, -2

Further compounds follow.
33. CCC(C)N(C(=O)c1csnn1)C(C(=O)NC1CCCC1)c1ccc(F)cc1 (centres undefined)
34. CC(C)CCN1C(=O)c2ccc(C(=O)Nc3ccc(O)cc3C(=O)O)cc2C1=O
35. O=C1OC2(CCCCC2)OC(=O)C1=CNc1ccc2c(c1)OCO2
36. CCn1c(C)cc(=S)c2ccccc21
37. Cc1ccc(NC(=S)NC2CCCCC2)cc1S(=O)(=O)N(C)C
38. CC[C@H](C)[C@@H]1NC(=O)c2cc([N+](=O)[O-])cc(I)c2SC[C@@H](C(N)=O)NC(=O)[C@H](CCCCN)NC1=O
39. N#Cc1ccccc1OCC(=O)Nc1ccc(N2CCOCC2)cc1N1CCOCC1
40. O=C(C(Sc1ccccc1)c1ccc(Br)cc1)N1CCOCC1 (centres undefined)

assay / entry	33	34	35	36	37	38	39	40
TbPYK inhibitor	2%	-3%	1%	-7%	-5%	-4%	-5%	-13%
AMA1 RON2 block	-1%	-22%	-11%	6%	2%	0%	-5%	-5%
Pf growth 96h	-9%	?	31%[activator]	28%	7%	0%	?	1%
LmPK inhibitor	9%	9%	-1%	?	4%	2%	nt	3%
Shiga toxin inh	-9	8	30	-10	125*	-11	nt	-7
Pf growth 48h	-23%	33%	-16%	?	-21%	25%	?	-6%
CHX counter	-2	9	17	-2	32*	-3	nt	-4

Down the list, from the results shown:
LmPK inhibitor for nos. 36 to 40: ?, 4%, 2%, nt, 3%
Pf growth 96h for nos. 36 to 40: 28%, 7%, 0%, ?, 1%
Shiga toxin inh for nos. 36 to 40: -10, 125*, -11, nt, -7

Additional structures
41. CCOC(=O)CSc1nc2cccnc2n1-c1ccc(F)cc1
42. C/C(CC(=O)Nc1ccc2ccccc2c1)=N\NC(=O)c1ccc(O)c(O)c1
43. CCOC(=O)C1=C(COC(=O)Cc2ccc(Br)cc2)NC(=O)NC1C (centres undefined)
44. C=CCOc1cccc(C2C(C(=O)c3ccc(C)o3)=C(O)C(=O)N2c2nccs2)c1 (centres undefined)
45. NC(=O)Cn1nnc(-c2ccccc2NC(=O)c2cnccn2)n1
46. O=C(NC(c1ccccc1)c1c(O)ccc2ccccc12)c1ccccc1Cl (centres undefined)
47. COCCNC(=O)c1ccc(CS(=O)(=O)c2c(Cl)cccc2Cl)o1
48. CCOC(=O)[C@@H]1[C@H]2COc3ccccc3[C@@H]2N2C(=O)N(c3ccc(Cl)cc3)C(=O)[C@@]12C

assay / entry	41	42	43	44	45	46	47	48
TbPYK inhibitor	2%	-1%	5%	-2%	1%	-4%	-15%	0%
AMA1 RON2 block	-1%	97%[activator]	-12%	2%	26%	-8%	4%	1%
Pf growth 96h	?	10%	10%	nt	0%	?	64%[activator]	10%
LmPK inhibitor	1%	-3%	3%	6%	2%	8%	-6%	-11%
Shiga toxin inh	22	86*	-6	-17	-6	-5	-4	-5
Pf growth 48h	-3%	45%[activator]	7%	45%[activator]	nt	?	4%	-6%
CHX counter	-4	38*	2	-2	-2	-5	0	-1

49. CCOCCSc1n[nH]c(=O)n1CCc1ccccc1
50. CCCCc1nc2cc(C(=O)N3CCNC(=O)C3)ccc2o1
51. COc1ccc(CCNC(=O)c2ccc(CNS(=O)(=O)c3cccc(Cl)c3)cc2)cc1OC
52. OCC1(Cc2ccccc2)CCN(CCCC2CCCC2)CC1
53. COc1ccc(N2CCN(C(=O)CC(C)S(=O)(=O)c3ccc4c(c3)NC(=O)CO4)CC2)cc1 (centres undefined)
54. C=CCn1c(SCCCc2ccccc2)nc2c1c(=O)[nH]c(=O)n2C
55. Cc1ccc(NC(=O)C(C)OC(=O)/C=C/c2ccccc2)cc1S(=O)(=O)N1CCOCC1 (centres undefined)
56. COc1ccnc(N=CNOCc2cccc(C(F)(F)F)c2)c1C#N

assay / entry	49	50	51	52	53	54	55	56
TbPYK inhibitor	2%	0%	1%	-4%	-8%	1%	0%	-6%
AMA1 RON2 block	27%	-6%	8%	6%	11%	-3%	-8%	3%
Pf growth 96h	1%	?	-19%	-2%	?	4.1µM*	?	15µM*
LmPK inhibitor	-1%	-4%	2%	-2%	-3%	2%	nt	-3%
Shiga toxin inh	11	1	-7	-15	1	-9	nt	-4
Pf growth 48h	32%[activator]	18%	26%	?	8%	?	?	8%
CHX counter	3	14*	2	0	-2	-2	nt	1
